# High-throughput results (PubChem BioAssay)
# AmpC det inh = blocks E. coli AmpC beta-lactamase in presence of detergent | purified AmpC, nitrocefin hydrolysis with detergent | P00811 | AID 584 | Potency, µM (doses to about 28.7 µM), without a hit: at the top dose activity change, negative = inhibition | 71,000 compounds, 0.09% hits; active = well fitted curve in the direction sought with a large enough effect
# Target sequence (P00811 whole entry, looked up): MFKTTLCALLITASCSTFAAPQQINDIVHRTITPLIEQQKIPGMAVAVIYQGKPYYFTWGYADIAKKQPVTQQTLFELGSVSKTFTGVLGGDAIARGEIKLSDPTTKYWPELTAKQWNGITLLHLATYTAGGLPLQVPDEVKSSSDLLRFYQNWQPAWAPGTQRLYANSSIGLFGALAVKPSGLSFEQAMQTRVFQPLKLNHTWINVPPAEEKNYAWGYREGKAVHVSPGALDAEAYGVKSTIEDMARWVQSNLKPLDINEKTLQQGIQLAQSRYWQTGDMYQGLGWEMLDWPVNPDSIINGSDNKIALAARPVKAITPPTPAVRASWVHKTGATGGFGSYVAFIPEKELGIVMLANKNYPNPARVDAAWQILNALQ
#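 E. coli AmpC (5.3 nM) in 20 mM phosphate pH 7.0 with 0.01% Triton X-100, preincubated 15 min RT with compound; nitrocefin (2 uL of 800 uM stock) hydrolysis followed by 480 nm absorbance every 20 s over 4 min.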
# Numbers without * were called inactive; & = joins results of further samples; [ ] = dose if it differs, or a comment. % is scaled to controls: 0 for no effect and ±100 for the full control effect; potency is read from the fitted curve at half-maximal effect. An excerpt (hit frequency here may not be typical).
SMILES,AmpC det inh
CCc1cc2c3c(c(=O)oc2cc1OC)CCCC3,-3%
CCCCOC(=O)Nc1nc2ccc(OC)cc2s1,1%
O=C(NCc1ccco1)c1cc(-c2cccnc2)nc2ccccc12,1%
C[C@@]12Cc3cnc(-c4ccccc4)nc3C[C@@H]1CC[C@@H]1[C@H]3CC[C@@](C)(O)[C@]3(C)CC[C@@H]12,-4%[5.75 µM]
Cc1nc2ccccn2c1C(=O)c1ccccc1,-1%
COC(=O)CSc1ccc2nnc(-c3ccc(F)cc3)n2n1,-5%
Cc1c(C(=O)N2CCN(c3ccccn3)CC2)oc2ccccc12,-4%
COc1ccc(C(F)(F)F)cc1NC(=O)c1nc2nc(C)cc(C(F)F)n2n1,0%
CCOC(=O)c1ccc(-c2n[nH]c(=O)c3ccccc23)cc1,-2%
Cc1ccc(-n2c(N)c(C(=O)N3CCOCC3)sc2=S)c(C)c1,1%
CCn1c(COc2ccccc2C)nnc1SCC(=O)NC1CCCC1,-3%
COc1ccccc1N1C(=O)CC(Nc2ccc(N3CCOCC3)cc2)C1=O (configuration not stated),-3%
CCOC(=O)C1=C(C)NC(C)=C(C(=O)OC)[C@H]1c1cccc([N+](=O)[O-])c1,-2%&-3%
N#CCCn1c(SCC(=O)NCC2CCCO2)nc2ccccc21 (configuration not stated),-1%
CCOC(=O)c1ccc(NC(=O)CSc2nnc(CNC(=O)c3c(F)cccc3Cl)o2)cc1,-2%
CC(C)NC(C)C,12%
Cc1cc(NC(=O)NC(=O)c2cccc(OC(F)(F)C(F)F)c2)n[nH]1,0%
Cc1ccc(S(=O)(=O)N2CCN(C(=O)CN3CCN(C)CC3)C2)cc1,8%
N#Cc1ccc(CSc2nnc(-c3ccncc3)n2CCc2ccccc2)cc1,9%
CCOC(=O)c1cccc(NC(=O)C2CCCO2)c1 (configuration not stated),-4%
Nc1nc2c(ncn2[C@@H]2C=C[C@@H](CO)C2)c(=O)[nH]1,-3%[5.75 µM]
Cc1nc2c(C(=O)N3CCN(c4ccccn4)CC3)cnn2c(C)c1Cc1cccc(Cl)c1,2%
Cn1c(=O)cnc2cnc(OCc3ccccc3)nc21,-1%
COc1ccc(CCn2c(N)cc(=O)[nH]c2=S)cc1OC,-7%
COC(=O)[C@H](C)NC(=O)Nc1ccc(OC)c(OC)c1,-2%

# Four entries from above, bar-delimited.
structure | AmpC det inh
COc1ccc(C(F)(F)F)cc1NC(=O)c1nc2nc(C)cc(C(F)F)n2n1 | 0%
CCOC(=O)c1ccc(-c2n[nH]c(=O)c3ccccc23)cc1 | -2%
Cc1ccc(-n2c(N)c(C(=O)N3CCOCC3)sc2=S)c(C)c1 | 1%
CCn1c(COc2ccccc2C)nnc1SCC(=O)NC1CCCC1 | -3%

# New compounds follow
SMILES,AmpC det inh
Fc1cccc(CN2CCCCCCC2)c1,-2%
CCOC(=O)N1CCN(S(=O)(=O)c2ccc(C(=O)Nc3nc4ccccc4s3)cc2)CC1,-3%
CCOC(=O)c1sc2nc(N3CCOCC3)c3c(c2c1N)CCN(C)C3,-2%
COc1cc(C(=O)NCC(=O)OCC(=O)c2ccc[nH]2)cc(OC)c1OC,-5%
O=C(CSc1nnc(-c2cccs2)o1)OCc1ccccc1,0%
Cc1sc(NC(=O)CSc2nnc(C)c(=O)[nH]2)c(C#N)c1C,-5%
COc1ccc(N2CCN(C(=O)c3ccc(NS(=O)(=O)c4cccc(F)c4)cc3)CC2)cc1,-8%
O=C(CCCn1c(=O)[nH]c2ccsc2c1=O)N1CCN(Cc2ccc3c(c2)OCO3)CC1,15%
COC(=O)c1nn(-c2c(C)n(C)n(-c3ccccc3)c2=O)cc1O,-3%
CCNS(=O)(=O)c1ccc(NC(=O)Cc2ccc(F)cc2)cc1,-3%
Cc1ccc(NC(=O)C2CCCN2S(=O)(=O)c2cccc3cccnc23)cc1F (configuration not stated),7%
O=C(CCCOc1ccc(Cl)cc1)N1CCOCC1,-2%
CCSc1nnc2c(n1)OC(C)(C)Nc1ccccc1-2,1%
CC(=O)N(c1c(C)n(C)n(-c2ccccc2)c1=O)C1(C(=O)NC2CCCC2)CCCCC1,-6%
O=C(NCc1ccccc1Cl)C1CCN(S(=O)(=O)N2CCC3(CC2)OCCO3)CC1,-1%
CCOC(=O)SC1=N/C(=C\c2ccc(N(C)C)cc2)C(=O)S1,5µM*
Cc1ccccc1S(=O)(=O)Cc1ccc(C(=O)NCCN2CCCCC2C)o1 (configuration not stated),0%
Cc1nn2c(-c3cccc(NC(=O)CSc4nc5ccccc5o4)c3)nnc2c2ccccc12,-4%
Nc1cccc(-n2nncc2-c2ccc(Cl)cc2)c1,-4%
COCCNc1ncnc2ccc(-c3cccc(NS(C)(=O)=O)c3)cc12,-18%
CC1CN(C(=O)N2c3ccccc3Sc3ccccc32)C(C)CC1=O (configuration not stated),-3%
COC(=O)c1cccc(OCC(O)Cn2cnc3cc(C)c(C)cc32)c1 (configuration not stated),9%
O=C(CN1CCOCC1)Nc1cccc(Cl)c1Cl,9%
CCN1CCCC1CNC(=O)c1csc2c1CCCC2 (configuration not stated),-5%
COc1ccc(OC)c(N(CC(=O)Nc2ccccc2)S(C)(=O)=O)c1,-8%

# 3 of these compounds, reformatted.
Molecule | AmpC det inh
CCOC(=O)c1sc2nc(N3CCOCC3)c3c(c2c1N)CCN(C)C3 | -2%
CCSc1nnc2c(n1)OC(C)(C)Nc1ccccc1-2 | 1%
O=C(CSc1nnc(-c2cccs2)o1)OCc1ccccc1 | 0%

# Going on with the list.
SMILES,AmpC det inh
CC(=O)N(CCc1ccccc1C)Cc1cc2cc3c(cc2[nH]c1=O)OCO3,1%
CCOC(=O)c1c(N)sc(C(=O)Nc2ccc3c(c2)OCO3)c1C,-7%
Cc1nc2ccccn2c1/C(O)=C1\C(=O)C(=O)N(CCCN(C)C)C1c1ccc(F)cc1 (configuration not stated),8%
c1ccc(-n2c(-c3ccco3)nnc2N2CCOCC2)cc1,-4%
Cc1cc(Cl)ccc1OCC(=O)Nc1nc(N)nc(N)n1,-2%[5.75 µM]
Cn1cnc2c(N3CCCCC3)nccc21,-2%
CCc1nnc2sc(-c3cc(-c4ccccc4)nc4ccccc34)nn12,-4%
O=C(Cn1ncc2ccccc21)N1CCC2(CC1)OCCO2,-3%
COc1ccc(S(=O)(=O)N2Cc3ccccc3CC2C(=O)O)cc1OC (configuration not stated),6%
Cc1ccc(-c2nnn(CC(=O)N(c3ccccc3F)C(C(=O)NC3CCCC3)c3ccco3)n2)o1 (configuration not stated),0%
COc1ccc(C2=NOC(C(=O)N3CCOCC3)C2)cc1OC (configuration not stated),3%
Cc1cccc(-c2nc(CS(=O)CC(=O)N3CCc4ccccc4C3)c(C)o2)c1 (configuration not stated),13%
CC1CC(C)CN(C(=O)COc2ccc(-c3nnco3)cc2)C1 (configuration not stated),7%
Cc1ccc(C2(c3ccc(C)c(O)c3C)CCN(C)CC2)c(C)c1O,-4%[5.75 µM]
CCOC(=O)C(C)Oc1cccc2c(=O)n(CC(=O)NCc3ccc4c(c3)OCO4)ccc12 (configuration not stated),11%
CC1(C)NC(=O)N(CC(O)CN2CCOCC2)C1=O (configuration not stated),-3%
N#Cc1cccc(-c2nc3cnc(N4CCNCC4)nc3n(C3CC3)c2=O)c1,2%
Cc1ccc2c(c1)nnn2C1CCN(CC(=O)NCCc2ccccc2)CC1,-2%
Cc1c(C(=O)N2CCCCC2)sc(NC(=O)C2CC2)c1C#N,12%
Cn1c(SCC(=O)N2CCOCC2)nnc1-c1cnccn1,7%
O=C1N(CN2C(=O)C3(OCCO3)c3ccccc32)c2ccccc2C12OCCO2,2%
CCCn1c(=O)c(C(=O)Nc2nnc(CC)s2)c(O)c2ccccc21,-4%
COC(=O)COc1ccc2oc(=O)cc(C)c2c1,-2%
COC(=O)Nc1ccc(C)cc1NC(=O)OC,-1%
CC(C)(C)c1ccc(OCC(=O)NCc2ccco2)c(Br)c1,-3%

# Fetched by structure from above, 2 records:
SMILES,AmpC det inh
COc1cc(C(=O)NCC(=O)OCC(=O)c2ccc[nH]2)cc(OC)c1OC,-5%
Cc1c(C(=O)N2CCN(c3ccccn3)CC2)oc2ccccc12,-4%

# The main list resumes, repeating the 2 entries before the break.
SMILES,AmpC det inh
COC(=O)Nc1ccc(C)cc1NC(=O)OC,-1%
CC(C)(C)c1ccc(OCC(=O)NCc2ccco2)c(Br)c1,-3%
O=C(CN1CCOc2ccccc21)NC1CCCCCCC1,4%
O=S(=O)(Nc1nccs1)c1ccc([As](=O)(O)O)cc1,-5%[5.75 µM]
Cc1ccc(C)c(NC(=O)Cn2nnc(C(=O)Nc3c(C)cccc3C)c2N)c1,-3%
COc1ccc(C2c3c(-c4cc(Cl)c(C)cc4O)n[nH]c3C(=O)N2Cc2cccnc2)cc1OC (configuration not stated),-2%
c1ccn2cc(CSc3nnc4ccccn34)nc2c1,-1%
c1ccc(N(c2ccccc2)c2nc(-n3ccnc3)nc(-n3ccnc3)n2)cc1,-3%
Cc1cc(Nc2ccc3c(c2)OCCO3)n2nc(C)nc2n1,5%
COc1ccc2c(CC(=O)Nc3ccc(OC)c(NS(=O)(=O)c4ccc(F)cc4)c3)coc2c1,-3%
CN(C)c1ncc2nc(-c3ccccc3)c(=O)n(Cc3cccs3)c2n1,-2%
CCc1nnc(NC(=O)CSc2nnc(-c3c[nH]c4ccccc34)n2CCOC)s1,11%
COc1ccc2c(C=Nc3c(C)n(C)n(-c4ccccc4)c3=O)c(O)n(Cc3ccco3)c(=O)c2c1,-1%
C[C@@H](CN(C)C)CN1c2ccccc2CCc2ccccc21,-1%[12.8 µM]
CCOC(=O)C1CCN(C(=O)CCc2nc3ccccc3[nH]2)CC1,11%
CCCc1nc2c(sc3nc4c(cc32)COC(C)(C)C4)c(=O)n1Cc1ccco1,-5%
O=c1nc(-c2ccccc2)n(-c2ccccc2)c2ncccc12,8%
CN1C(=O)Cc2cc(S(=O)(=O)N3CCOCC3)ccc21,3%
CC(=O)N1CCc2cc(Br)cc(S(=O)(=O)NCc3ccccn3)c21,1%
CCc1nnc(NC(=O)Cn2ccc(C(F)(F)F)n2)s1,-4%
COc1ccc(CCNC(=O)Cn2c(=O)oc3ccccc32)cc1OC,9%
Cc1nonc1NC(=O)CSc1ccc(-c2ccccc2)nn1,2%
O=[As](O)(O)c1ccc(NCc2ccccc2)cc1,-2%[5.75 µM]
O=C(C1COc2ccccc2O1)N1CCc2ccccc21 (configuration not stated),-1%
Cc1cccc(N2CCN(C(=O)c3ccc(NC(=O)C4CCCO4)cc3)CC2C)c1 (configuration not stated),-4%
CCCOCC(C)O (configuration not stated),11%
COc1cccc(C2CC(c3c(Cl)cccc3Cl)n3nc(N)nc3N2)c1 (configuration not stated),13%

# (cont.)
SMILES,AmpC det inh
Cc1ccc(-c2cn3nc(C)c(C)nc3n2)cc1,14%
CCn1c(Cn2nnc(-c3ccccc3)n2)nnc1SCC(=O)Nc1cccc(C(C)=O)c1,0%
Cn1c(Cn2c(=O)sc3ccccc32)nnc1SCC(=O)Nc1ccc(F)cc1,10%
CC(C)CCN1C(=O)c2ccc(C(=O)OCn3nnc4ccccc4c3=O)cc2C1=O,-3%
CCc1ccccc1NC(=O)CSc1nc2c(c(-c3ccco3)c1C#N)CCCC2,-4%
COc1ccccc1NC(=O)CN(Cc1ccco1)C(=O)c1cccs1,-2%
C=CCC1c2cccc(C(=O)O)c2C(=O)N1c1cccc(C)c1 (configuration not stated),-7%
